# Screening results as filed in PubChem BioAssay.
# Wnt act: activators of Wnt/beta-catenin signaling; activation, % at 9.35 µM; Wnt/beta-catenin reporter cell assay, activator, plate reader; actives 1.2% (n = 300,000); in the data active = activation above about 30%, passing the limit was not always enough;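 also: 0% = neutral control wells and 100% = positive control wells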
# RTF Ca sens act: increases calcium sensitivity of human cardiac regulated thin filaments; P19429+P45379; IANBD-labeled TnC RTF fluorescence at EC20 calcium; 0% EC20 calcium, 100% full calcium; activation, % at 7.2 µM; actives 0.24% (n = 340,000); AID 493008;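 active = activation above the mean over all tested compounds plus 3 SD, cut at about 30% in these data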;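 also: rise in fluorescence read as greater calcium sensitivity of cardiac thin filaments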
# Arr AP2 block: human beta-arrestin and AP2 interaction inhibition. FITC-arrestin peptide / GST-AP2 beads, flow cytometry; AP2 beta2 appendage carries R879A mutation. inhibition, % at 10 µM. actives 0.31% (n = 340,000). AID 504490;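 active = inhibition above a set limit, near 3 SD of compounds lacking own fluorescence, cut at about 54% in these data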;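 also: plate controls were DMSO wells for no effect and 5 µM unlabelled arrestin peptide for full effect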
#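 system = GST-tagged AP2 beta2-adaptin appendage (R879A) on 4 µm glutathione beads | reagent = FITC-labelled arrestin peptide probe, 50 nM final | schedule = compound with beads 12 min RT, then probe 1 h RT | signal = HyperCyt-sampled flow cytometry, FL1 channel, ex 488/em 535 nm | read-out = percent response from loss of bead-bound FITC fluorescence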
# RTF Ca sens inh: cardiac RTF calcium desensitization | actives 0.12% (n = 340,000) | inhibition, % at 7.15 µM | IANBD-labeled cardiac RTF, Ca2+ fluorescence | AID 493244 | P19429+P45379;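 active = inhibition above the mean inhibition of all tested compounds plus 3 SD, cut at about 17% in these data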;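 also: assay run at fixed EC70 calcium of 1.6 mM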
# V-ATPase pH: yeast V-ATPase proton transport regulation by pHLuorin; S. cerevisiae, pHLuorin cytosolic pH fluorescence; response, % at 10 µM; actives 0.37% (n = 350,000); in the data active = response mostly above about 7.3%, no sharp cut-off; inactive = mostly below about 5.4%; also: actives read high; inactives centre near 0; some compounds called inactive have numbers as strong as hits; reference of the scale not given here
# DSG3 Ab inh: inhibitors of pemphigus antibody binding to human desmoglein-3 | P32926 | DSG3-coupled beads, scFv-anti-DSG3-GFP binding, flow cytometry; stronger effect = lower value | binding (percent of control), % at 10 µM | actives 0.48% (n = 310,000) | AID 588358;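 active = binding more than 3 SD below its plate's average and above zero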;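 also: hits lower antibody fragment binding to DSG3; some compounds called inactive have numbers as strong as hits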
# Target sequence (P32926 whole entry, looked up, the tested form may be a part): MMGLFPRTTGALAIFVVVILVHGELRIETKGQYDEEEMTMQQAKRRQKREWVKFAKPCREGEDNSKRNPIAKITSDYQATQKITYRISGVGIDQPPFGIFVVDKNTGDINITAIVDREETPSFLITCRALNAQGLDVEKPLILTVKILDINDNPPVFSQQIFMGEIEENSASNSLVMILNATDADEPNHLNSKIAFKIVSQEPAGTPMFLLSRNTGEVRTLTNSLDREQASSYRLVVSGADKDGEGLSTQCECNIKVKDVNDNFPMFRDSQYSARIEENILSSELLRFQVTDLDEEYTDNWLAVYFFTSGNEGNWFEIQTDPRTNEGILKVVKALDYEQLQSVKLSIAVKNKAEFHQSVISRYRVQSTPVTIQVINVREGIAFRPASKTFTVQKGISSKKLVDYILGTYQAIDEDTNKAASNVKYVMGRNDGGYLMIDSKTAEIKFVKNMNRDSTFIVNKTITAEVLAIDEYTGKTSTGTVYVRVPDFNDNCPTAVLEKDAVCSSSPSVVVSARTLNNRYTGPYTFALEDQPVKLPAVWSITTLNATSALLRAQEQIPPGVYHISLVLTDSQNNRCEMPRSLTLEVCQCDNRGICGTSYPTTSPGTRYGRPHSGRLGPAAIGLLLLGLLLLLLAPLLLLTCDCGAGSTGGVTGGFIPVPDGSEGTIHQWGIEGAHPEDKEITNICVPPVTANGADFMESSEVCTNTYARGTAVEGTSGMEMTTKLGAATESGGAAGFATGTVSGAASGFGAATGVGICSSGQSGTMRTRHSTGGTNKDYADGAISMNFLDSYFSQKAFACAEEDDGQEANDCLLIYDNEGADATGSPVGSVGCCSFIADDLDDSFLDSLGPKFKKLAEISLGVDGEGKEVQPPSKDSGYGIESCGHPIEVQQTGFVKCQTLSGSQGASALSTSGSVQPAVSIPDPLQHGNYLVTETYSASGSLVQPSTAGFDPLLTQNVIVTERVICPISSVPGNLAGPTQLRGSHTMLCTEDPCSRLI
# Keap1-Nrf2 PPI: Keap1-Nrf2 (human) interaction inhibition; Q14145; actives 0.15% (n = 340,000); inhibition, % at 9.4 µM; Keap1 Kelch-Nrf2 peptide fluorescence polarization, 1536-well; in the data active = inhibition above about 12%;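 also: human Keap1 Kelch domain with fluorescein labeled Nrf2 9mer peptide probe; 0% = neutral control wells and 100% = peptide positive control; higher means more block of Keap1 binding to Nrf2 peptide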
# MOR-DOR inv ag: mu-delta opioid heterodimer inverse agonism; P35372+P41143; cell-based MOR-DOR heterodimer luminescence; inhibition, % at 9.3 µM; actives 0.21% (n = 340,000); AID 504357; in the data active = inhibition above about 22%, passing the limit was not always enough;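 also: 0% = cells with DMSO and 100% = wells without cells with DMSO; values of inactives mirror those of a sister screen read the other way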
# C-LANA FP: inhibitors of KSHV LANA C-terminal domain DNA binding | MBP-C-LANA/FAM-LBS DNA binding, fluorescence polarization | actives 0.078% (n = 340,000) | inhibition, % at 9 µM | AID 504423;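 active = highest replicate inhibition at or above 60% at 9 µM, even if other replicates fall short; inactive = all replicates below 60% inhibition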;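 also: 0% = neutral control wells and 100% = 4 µM acridine orange control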
# OPRM1-OPRD1 ag: OPRM1-OPRD1 heterodimerization agonism | AID 504326 | activation, % at 9.3 µM | actives 0.3% (n = 340,000) | cells, luminescence | P35372+P41143; in the data active = activation above about 18%;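 also: 0% = vehicle-treated cells and 100% = reference agonist; values of inactives mirror those of a sister screen read the other way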
# The depositor's hits bear a star; . = not tested or not shown.
SMILES,Wnt act,RTF Ca sens act,Arr AP2 block,RTF Ca sens inh,V-ATPase pH,DSG3 Ab inh,Keap1-Nrf2 PPI,MOR-DOR inv ag,C-LANA FP,OPRM1-OPRD1 ag
NC(=O)c1oc2ccccc2c1NC(=O)C1CCCCC1,-6.1,-1.1,-4.4,-0.6,0.8,101.5,-0.7,12.1,1.6,-2.2
O=C(CCS(=O)(=O)c1cccc2nsnc12)N1CCN(c2ccccc2F)CC1,3.0,14.6,-9.6,-6.1,-3.9,118.2,-7.9,-16.1,-0.1,2.9
CCCCCC(=O)Nc1cc(S(=O)(=O)N2CCOCC2)ccc1N1CCN(C)CC1,-0.2,-4.7,-6.4,-2.1,-1.4,102.1,-0.2,3.8,1.9,-0.7
CC1CCCN(C/C=C/c2ccccc2[N+](=O)[O-])C1 (stereo not drawn),.,1.1,-1.8,-12.1,0.8,96.3,-1.5,-2.2,-1.8,0.4
CCCOc1cccc(C(=O)N(Cc2ccc(OC)c(OC)c2)C2CCS(=O)(=O)C2)c1 (stereo not drawn),.,-4.3,14.5,-8.9,6.2,101.2,-0.8,0.1,-3.6,0.0
CC(=O)Oc1ccccc1N(C(C)=O)S(=O)(=O)c1ccc2ccccc2c1,-1.4,0.9,41.1,-3.5,-1.4,102.4,3.2,12.1,0.4,-2.5
CCCn1c(=O)c2[nH]c(-c3ccc(OCC(=O)Nc4ccc(C#N)cc4)cc3)nc2n(CCC)c1=O,-5.5,-1.3,7.9,-4.0,3.4,93.3,0.7,8.5,1.3,-1.6
Cc1ccccc1Cn1c(=O)n(CCCC(=O)NCc2ccco2)c(=O)c2sccc21,-3.3,-5.5,9.6,9.6,0.5,.,-5.9,-8.9,0.2,1.4
O=C(Cc1ccc(Br)cc1)NC1CCCc2ccccc21 (stereo not drawn),-2.7,-4.9,9.9,2.7,2.6,83.3,-4.6,-11.4,0.2,1.8
CCn1c(SCC(=O)NC2CC2)nnc1-c1ccccn1,2.8,-0.8,-9.2,1.1,1.2,.,4.3,6.6,2.1,-1.3
CC(=O)NC12CC3CC(C1)CC(C(=O)N1CCN(S(=O)(=O)c4ccc(C(C)C)cc4)CC1)(C3)C2,-4.7,-1.1,-10.2,-12.8,-3.4,96.9,1.0,7.6,0.9,-1.2
COc1ccc(N2CCN(C(=O)c3ccc(CSc4ccccc4)cc3)CC2)cc1,-1.4,7.0,1.5,-15.2,-3.0,97.6,-2.0,5.7,0.6,-1.3
O=C(NC1CCCC1)C(c1ccccc1)N(Cc1ccccc1)C(=O)c1csnn1 (stereo not drawn),-2.9,-1.2,-4.3,-14.9,0.4,102.9,-0.6,4.9,-1.6,-0.9
CN(C(=O)c1ccc2c(c1)CCN2S(C)(=O)=O)c1ccccc1,-0.2,-0.2,-4.5,-9.9,0.0,96.9,-4.5,4.9,-0.4,-0.9
O=C(CCN1CCOCC1)Nc1ccc(Cl)cc1,-0.9,-3.1,28.1,-8.3,1.7,106.4,1.1,18.2,-1.7,-3.8
CCOc1ncccc1C(=O)OCC(=O)NCc1ccccc1,-1.8,0.2,-9.4,-7.5,-2.0,119.6,1.2,6.4,-0.5,-1.3
CC(=O)c1ccc(OC(=O)N2CCOCC2)cc1,2.7,4.5,16.3,-12.0,0.5,113.6,-4.0,1.1,0.3,-0.2
CCc1ccc(NC(=O)COC(=O)CCc2nc3cc(S(=O)(=O)N(CC)CC)ccc3n2C)cc1,.,2.4,-3.0,2.2,-0.2,107.7,1.7,-4.2,-2.4,0.8
O=C(Nc1cccc(S(=O)(=O)N2CCCCCC2)c1)C1CCN(C(=O)c2ccc(F)cc2)CC1,-1.6,-2.7,-6.6,-6.6,-2.1,100.3,0.1,4.4,2.2,-0.7
C/C=C\C(=O)Nc1cccc(C2=NOC3(C2)C[C@@H](C(N)=O)N(C(=O)CC(c2ccccc2)c2ccccc2)C3)c1 (stereo partly drawn),-5.2,0.4,-0.8,4.7,-2.9,103.4,0.5,14.6,-2.0,-2.5
Cc1cccc(N2CC(C(=O)OCc3ccc([N+](=O)[O-])cc3)CC2=O)c1 (stereo not drawn),-2.1,0.5,-14.1,1.9,-2.3,.,4.5,10.4,0.0,-2.3
O=C(Nc1nnc(SCc2cccnc2)s1)C1CC(=O)N(c2ccc(F)cc2)C1 (stereo not drawn),-2.2,-0.8,-6.0,-11.9,0.2,.,0.4,9.4,1.7,-1.8
Cc1ccc(-c2nc3ncccn3c2NC2CCCC2)o1,-3.9,3.4,27.4,-1.4,-5.4,98.1,-4.1,12.1,-0.1,-2.0
CCC(Oc1ccccc1)C(=O)N(C)CC(=O)N(CC(C)C)c1c(N)n(CC(C)C)c(=O)[nH]c1=O (stereo not drawn),0.3,-4.0,6.5,-1.3,-3.5,107.4,0.7,-17.6,-1.3,2.7
OCC[C@H]1C[C@H](O)[C@@H](O)[C@@]2(OCc3ccccc32)O1,1.6,-6.1,31.2,4.3,-4.3,98.6,-6.7,14.8,1.0,-2.6
CCNc1nc(NC(C)C)nc(N(C#N)C(C)C(=O)N(C)C)n1 (stereo not drawn),-1.9,0.6,5.3,6.0,-2.7,98.2,-0.6,9.0,0.5,-1.5
CC(C)(C)OC(=O)N1CCC(Cc2cc(-c3cccnc3)no2)(C(=O)O)CC1,0.6,15.7,22.9,-18.3,-2.3,95.7,4.9,4.1,2.9,-0.7
Cc1nc(SCC(=O)NC2CCS(=O)(=O)C2)c2c(C)c(C)sc2n1 (stereo not drawn),0.4,0.0,-1.2,2.0,1.9,95.0,-4.6,5.5,-2.4,-1.4
CN(C(=O)CCNC(=O)Cn1cnc2ccccc2c1=O)c1ccccc1F,0.3,-2.2,42.8,-0.7,-1.9,96.7,-1.7,19.5,0.1,-3.5
CCOc1ccc(CN2CCN(S(=O)(=O)c3ccc(NC(C)=O)cc3)CC2)cc1,-1.9,0.8,-14.9,-9.1,1.9,101.2,-1.9,-11.8,0.0,2.1
COc1cc(OC)cc(C(=O)NC(=S)Nc2ccc3c4c(cccc24)CC3)c1,.,0.6,0.6,-4.6,2.6,111.2,-1.6,-0.8,13.8,0.2
Cc1nc2c(c3c1[nH]c1ccccc13)C(O)CC(C)(C)C2 (stereo not drawn),.,-1.0,2.4,-16.3,-2.7,99.2,0.2,-6.2,-1.1,1.0
Cc1ccccc1NCC(=O)N/N=C/c1c(C)c(C(=O)c2ccc(Cl)cc2)n2ccccc12,-2.3,8.3,4.0,-14.0,-1.9,81.9,-8.5,11.7,-0.1,-2.3
CCn1c(C(=O)N2CCCC(C(=O)NCCCc3ccccc3)C2)cc2sccc21 (stereo not drawn),.,7.3,-4.7,-7.3,1.7,101.9,2.0,0.8,0.5,-0.1
O=C(Nc1ccc(Cl)c(S(=O)(=O)N2CCCCC2)c1)c1ccco1,-1.2,-4.7,-0.1,-1.5,-2.6,96.9,-3.8,8.8,0.9,-2.3
C=CCNC(=O)/C(=C\c1ccc([N+](=O)[O-])cc1)NC(C)=O,-1.1,1.4,-6.5,-4.2,12.7*,112.5,0.5,-0.7,1.7,0.1
O=C(COC(=O)c1cc(Br)ccc1O)NC12CC3CC(CC(C3)C1)C2,-3.7,-1.3,-11.1,7.4,0.8,94.3,-2.0,19.3,-0.8,-3.6
COc1ccc(C(=O)N/N=C/C(Br)=C/c2ccccc2)cc1,-24.7,2.5,-6.2,-2.8,0.3,95.9,2.9,17.9,-0.4,-3.0
COC(=O)C1=C(O)/C(=C\c2ccc(CNC(=O)C(=O)Nc3ccc(C)cc3)o2)N=C1C,.,1.5,7.8,-3.7,-0.5,.,-7.6,-1.5,2.2,0.3
COc1ccccc1C(c1nnnn1Cc1ccccc1)N1CCC(C(N)=O)CC1 (stereo not drawn),.,-3.0,1.4,6.3,-7.5,105.3,-4.7,13.6,-0.4,-2.3
Cn1cccc1-c1cc(C(=O)N2CCc3c([nH]c4ccccc34)C2c2ccccn2)[nH]n1 (stereo not drawn),0.8,-2.2,7.4,-3.3,-1.3,102.3,-4.7,-4.0,3.1,0.8
Cc1ccc2nc3c(c(C(=O)OC4CCOC4=O)c2c1)CCCC3 (stereo not drawn),-3.1,8.2,2.9,6.2,0.6,104.3,-4.9,-5.0,-1.7,1.0
COc1ccc(CNC(=O)c2ccc(Cn3nc(C)cc3C)o2)cc1,-0.2,-6.3,7.9,-1.7,-4.3,103.0,3.0,10.4,-1.2,-2.0
O=C(NCc1cccnc1)c1cccnc1Sc1ccc(Cl)cc1,-2.8,7.1,2.2,-10.3,0.2,92.1,-2.2,-0.2,0.8,0.0
COC(=O)c1cc(-c2c(-c3ccc4c(c3)OCO4)noc2-c2ccsc2)cc([N+](=O)[O-])c1,9.4,-0.8,-1.4,9.2,2.1,101.4,-7.3,10.2,-1.3,-1.8
O=C(N(Cc1ccccc1)c1ccccn1)C12CC3CC(CC(C3)C1)C2,.,2.0,17.3,-1.9,-1.4,97.2,1.7,-27.8,1.1,5.4
CN(C)CCCN(C(=O)c1ccc(S(=O)(=O)N2CCCCCC2)cc1)c1nc2c(F)cc(F)cc2s1,-3.2,-5.9,-1.8,1.8,1.8,110.7,-2.1,-299.4,-0.1,55.5*
COc1cc(Cl)cc(C2NC(=S)NC(c3ccccc3)=C2C(C)=O)c1OCC(=O)O (stereo not drawn),0.3,1.8,-9.5,2.6,3.3,100.3,-4.4,7.7,0.7,-1.4
C=C1CCN([C@H](C(=O)NCc2ccccc2)C(C)C)S(=O)(=O)c2ccccc21,-1.8,5.5,5.2,9.2,-3.1,101.6,0.5,-0.5,-1.6,0.1
Cc1c(Cl)cccc1NC(=O)COC(=O)CCc1nc2ccccc2n1-c1ccccc1,-1.7,-2.7,0.1,-7.5,-1.3,81.1,-3.1,-13.5,0.5,2.7
COc1ccccc1-n1cnc2cc(NCc3ccccn3)ccc21,.,-0.9,5.2,1.4,-1.2,.,2.4,0.6,-1.1,-0.1
CCCCC(CC)CNC(=O)CC1Nc2c3ccccc3nc(=S)n2C1=O (stereo not drawn),-0.6,3.5,-10.8,-1.9,-3.1,115.3,0.2,10.5,1.2,-2.2
NC(=O)c1ccc(NC(=O)COC(=O)c2cccc(Oc3ccccc3)c2)cc1,-0.6,2.0,1.7,4.3,-1.4,98.9,-6.3,1.1,-0.1,-0.1
Nc1nc2n(n1)C(c1ccc(F)cc1)CC(c1ccc(F)cc1)N2 (stereo not drawn),.,-1.1,7.2,-4.3,-1.9,99.4,-4.1,5.5,1.0,-1.1
CCc1nnc2sc(-c3ccc(NC(=O)c4ccco4)cc3)nn12,3.4,-3.9,25.9,-1.7,1.1,100.5,-0.9,6.3,2.0,-1.3
